# Platelet DG rel – platelet dense granule release activity; hit rate 0.22% among 300,000; AID 1663; inhibition, %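 (compounds screened at 7.5 µM in platelet-rich plasma)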; human platelet-rich plasma, SFLLRN dense granule ATP release, luminescence;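 active = mean replicate score, as percent of positive control, at or above 50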
# AI-2 QS mod – Vibrio harveyi AI-2 quorum sensing modulation; AID 2094; Vibrio harveyi JMH597 AI-2 luminescence/OD600 ratio, 9 h; active compounds read low; strain lacks LuxN and CqsS sensors; 0 = neutral-control median; hit rate 0.4% among 300,000; activity change, % at 7.5 µM; in the data active = activity change below about -75%, passing the limit was not always enough;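 note: luminescence divided by OD600 gain over 9 h not by final OD600 alone; inactives centre near 13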
# Dyrk1A ADPGlo – Dyrk1A (rat) kinase inhibition | Q63470 | inhibition, % at 12.5 µM | ADP-Glo luminescence, NFATc1 peptide | hit rate 0.43% among 310,000 | AID 504441; in the data active = inhibition above about 50%;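 note: plate controls were vehicle with enzyme for no effect and no enzyme for full effect; many of its hits are not listed in these tables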
# HSP90 inh – blocks HSP90-mediated luciferase refolding in reticulocyte lysate; hit rate 0.91% among 290,000; inhibition, % at 5.6 µM; Rabbit reticulocyte lysate, luciferase refolding luminescence, 3 h;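 active = inhibition above the screen-wide mean plus 3 SD, computed separately per campaign, cut at about 16% in these data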;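 note: 0% = DMSO wells and 100% = 60 µM geldanamycin wells; inhibitors lower the luminescence because luciferase stays unfolded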
# HSF1 inhib – HSF1 inhibition; AID 2098; NIH3T3-HGL HSE-luciferase, MG132-induced, luminescence 8 h; active compounds read low; hit rate 0.77% among 300,000; activity change, negative = inhibition, % at 7.5 µM (by protocol);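 active = more than half of replicate wells show activity change below -50%, luminescence cut by over half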;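 note: luciferase reports HSF-1 transcriptional activity via heat shock element; 0% = median of DMSO wells and -100% = zero luminescence signal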
# GSK3 alpha inh – human GSK-3 alpha kinase inhibition. hit rate 0.1% among 320,000. ADP-Glo luminescence, 60 min. inhibition, % at 10 µM;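 in the data active = inhibition above about 50%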;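 note: GST-tagged GSK-3 alpha with peptide substrate and 25 µM ATP; 0% = DMSO neutral wells and 100% = GW8510 positive control wells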
# HDAC3 inhib – blocks human histone deacetylase 3; O15379; recombinant HDAC3, fluorogenic peptide/trypsin coupled, fluorescence; inhibition, % at 8.3 µM; hit rate 0.15% among 320,000; AID 2718; in the data active = inhibition above about 26%, passing the limit was not always enough
# Target sequence (O15379 whole entry, looked up): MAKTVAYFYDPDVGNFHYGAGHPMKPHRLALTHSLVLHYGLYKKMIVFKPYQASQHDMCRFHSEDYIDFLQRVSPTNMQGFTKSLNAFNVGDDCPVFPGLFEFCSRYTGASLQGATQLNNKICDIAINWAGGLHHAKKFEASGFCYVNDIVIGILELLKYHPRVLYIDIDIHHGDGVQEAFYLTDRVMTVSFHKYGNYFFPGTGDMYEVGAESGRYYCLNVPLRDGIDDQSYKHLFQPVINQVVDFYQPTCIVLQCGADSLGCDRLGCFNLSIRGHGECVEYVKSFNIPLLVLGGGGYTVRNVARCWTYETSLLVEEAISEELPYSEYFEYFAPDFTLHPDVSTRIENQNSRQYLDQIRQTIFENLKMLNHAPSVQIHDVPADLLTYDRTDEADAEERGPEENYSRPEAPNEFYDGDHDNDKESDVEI
# HSF1 activator – increases HSF-1 driven luciferase reporter signal; NIH3T3-HGL HSF-1 luciferase reporter, MG132, 8 h; 100% = twice DMSO control signal; activation, % at 9 µM; hit rate 1.7% among 300,000; AID 504408;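 active = mean replicate activation of at least 50% with a set share of replicates each reaching 50%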;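 note: 0% = median of the neutral control wells and 100% = twice that signal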
# GSK3B inh – blocks human GSK3beta kinase activity. P49841. GST-GSK3beta kinase, ADP-Glo luminescence, 60 min; active compounds read low. activity score (negative = inhibition), % at 10 µM. hit rate 0.038% among 300,000. AID 2097;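 active = more than half of replicate wells score below -50%, meaning over 50% inhibition versus plate controls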;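 note: 0% = median DMSO wells and -100% = median GW8510 positive control wells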
# Target sequence (P49841 whole entry, looked up): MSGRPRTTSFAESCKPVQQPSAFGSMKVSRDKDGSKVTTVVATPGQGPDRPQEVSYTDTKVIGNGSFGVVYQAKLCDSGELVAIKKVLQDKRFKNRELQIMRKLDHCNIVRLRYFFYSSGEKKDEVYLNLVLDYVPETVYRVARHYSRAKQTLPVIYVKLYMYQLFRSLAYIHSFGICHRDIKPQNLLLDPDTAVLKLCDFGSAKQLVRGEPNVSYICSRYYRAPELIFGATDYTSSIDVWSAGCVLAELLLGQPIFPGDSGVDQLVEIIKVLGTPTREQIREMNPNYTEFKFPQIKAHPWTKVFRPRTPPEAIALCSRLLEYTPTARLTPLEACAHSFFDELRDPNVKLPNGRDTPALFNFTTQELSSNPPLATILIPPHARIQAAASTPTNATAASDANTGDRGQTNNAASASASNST
#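 Assay system: GST-fused GSK3beta enzyme, cell-free / Medium: Tris pH 7.5 buffer with MgCl2, DTT, BSA, heparin / Also added: peptide substrate plus 25 µM ATP (final) / Compound: 10 µM single point / Timing: kinase reaction with compound 60 min at room temperature / Detection: ADP-Glo luminescence / Benchmarks: DMSO neutral wells and GW8510 at 20 µM as positive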
# PolyA inhibitor – yeast polyadenylation inhibition | S. cerevisiae SKY197-pL101 polyadenylation reporter, beta-gal luminescence; efflux-impaired pdr1/pdr3 knockout yeast; score 100 = 6 SD above DMSO | calls only at 12 µM | hit rate 0.02% among 300,000 | AID 1875;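 active = lowest replicate activity score at least 50, where 100 means six control SD above control mean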;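 note: yeast exposed to compound for 9 h at 30 °C; higher score means more reporter readthrough which indicates perturbed polyadenylation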
# An asterisk follows results filed as active; i = inactive; nt = not tested or not shown.
SMILES,Platelet DG rel,AI-2 QS mod,Dyrk1A ADPGlo,HSP90 inh,HSF1 inhib,GSK3 alpha inh,HDAC3 inhib,HSF1 activator,GSK3B inh,PolyA inhibitor
COc1ccc(/C=N/Nc2ccccc2)cc1Cn1nc(C)c([N+](=O)[O-])c1C,-1,17,1,4,2,-2,-8,-3,-3,i
COc1ccc(C2C3=C(CC(C)(C)CC3=O)Nc3c2c(=O)[nH]c2nc(C)nn32)cc1 (stereo not drawn),-2,12,-3,-3,4,0,2,36,-2,i
CC(=O)N1CCc2c(sc(NC(=O)C3CCCCC3)c2C(N)=O)C1,-11,-5,44,6,-1,12,0,5,2,i
Cc1nc(=O)c(-c2ccccc2)c(C)n1-c1cccc(C(=O)O)c1,-6,2,4,0,-11,-10,-1,-4,-2,i
O=C(NCc1ccco1)c1cc(-c2ccc(Cl)cc2)on1,1,15,2,-4,20,0,-10,4,-3,i
CC(C)(C)C1=Nn2c(nnc2C2CCCCC2)SC1,6,19,19,2,-10,1,-2,-2,5,i
Cc1ccc(S(=O)(=O)Nc2c(C)nc3nc(C)[nH]n3c2=O)cc1,2,0,5,0,11,0,-8,14,-1,i
O=C(OCc1nc2ccsc2c(=O)[nH]1)c1ccco1,4,-2,14,nt,1,-1,-1,6,2,i
CC1CCN(C(=O)/C(=C\c2cccs2)NC(=O)c2ccccc2)CC1,4,4,5,2,10,-1,2,-5,0,nt
CCOc1cccc(C(=O)N(Cc2ccco2)C2CCS(=O)(=O)C2)c1 (stereo not drawn),17,6,-11,-3,-5,0,3,5,3,i
Cc1ccsc1/C=C1\SC(=S)N(CC2CCCO2)C1=O (stereo not drawn),9,10,nt,-2,21,4,3,2,2,i
Cc1ccc(NC(=O)CSc2ccc(C(N)=O)cc2[N+](=O)[O-])cc1,8,9,-1,-2,5,-1,10,1,0,i
CC1=C(C(=O)Nc2ccccc2C)C(c2ccccc2)NC(=O)N1 (stereo not drawn),-13,1,-10,0,-1,-4,-9,4,2,i
O=C(CNC(=O)c1cccs1)NCC(=O)OCC(=O)c1ccc([N+](=O)[O-])cc1,1,27,4,6,-1,6,4,5,1,i
CCN(CC)S(=O)(=O)c1ccc(OC)c(NC(=O)CSc2cc(C)ccc2C)c1,27,21,-4,-6,6,-2,-17,3,-1,i
Cc1[nH]c(C)c2c(=O)n(Cc3ccc(Cl)cc3)ncc12,0,18,-9,9,14,-2,3,15,0,i
O=C(Nc1ccccc1)OCc1cn(-c2ccc(Cl)cc2)nn1,-1,16,-1,-1,-7,5,-8,-3,-1,i
COc1ccc(C(=O)COC(=O)CCCn2c(=O)oc3ccccc32)cc1,4,13,-3,4,6,2,9,29,2,i
O=C(COC(=O)c1ccc(O)cc1)Nc1ccccc1[N+](=O)[O-],-3,7,29,0,nt,5,-2,nt,-6,i
Cc1c(NC(=O)COc2ccc3ccc(=O)oc3c2)c(=O)n(-c2ccccc2)n1C,-28,36,8,nt,-6,3,-21,5,-2,i

# An excerpt from above in order of number of heavy atoms, high to low:
SMILES,Platelet DG rel,AI-2 QS mod,Dyrk1A ADPGlo,HSP90 inh,HSF1 inhib,GSK3 alpha inh,HDAC3 inhib,HSF1 activator,GSK3B inh,PolyA inhibitor
COc1ccc(C(=O)COC(=O)CCCn2c(=O)oc3ccccc32)cc1,4,13,-3,4,6,2,9,29,2,i
CCOc1cccc(C(=O)N(Cc2ccco2)C2CCS(=O)(=O)C2)c1 (stereo not drawn),17,6,-11,-3,-5,0,3,5,3,i
CC(=O)N1CCc2c(sc(NC(=O)C3CCCCC3)c2C(N)=O)C1,-11,-5,44,6,-1,12,0,5,2,i
O=C(NCc1ccco1)c1cc(-c2ccc(Cl)cc2)on1,1,15,2,-4,20,0,-10,4,-3,i
Cc1ccsc1/C=C1\SC(=S)N(CC2CCCO2)C1=O (stereo not drawn),9,10,nt,-2,21,4,3,2,2,i

# The list continues:
SMILES,Platelet DG rel,AI-2 QS mod,Dyrk1A ADPGlo,HSP90 inh,HSF1 inhib,GSK3 alpha inh,HDAC3 inhib,HSF1 activator,GSK3B inh,PolyA inhibitor
COc1ccc(C(=O)c2ccc(OC)c(N)c2)cc1N,2,14,-2,0,0,0,-2,-2,0,i
NS(=O)(=O)c1ccc(NC(=O)COC(=O)C2(c3ccc(F)cc3)CCCC2)cc1,16,2,0,-6,-7,0,-3,-21,2,i
COC(=O)c1ccc2c(c1)N(C)S(=O)(=O)c1cnc(SCC(=O)C(C)(C)C)nc1-2,10,16,nt,3,-13,-3,-4,-22,0,i
CCOC(=O)CSc1nc2ccccc2c(=O)n1NC(=O)c1ccccc1,0,0,7,20*,3,-4,-3,-24,2,i
CS(=O)(=O)N1CCC(C(=O)Nc2cccc(Cl)c2)CC1,0,28,0,0,-12,-3,4,-7,1,i
O=C(O)CCC(=O)Nc1ccc(Br)c(Cl)c1,5,34,-8,3,6,0,0,-9,-2,i
CC1(C(=O)NNC(=S)NCC2CCCO2)CC1(Cl)Cl (stereo not drawn),-1,4,-6,3,-3,1,2,0,4,i
COc1ccc(OC)c(S(=O)(=O)N2CCC(C(=O)NCCC3=CCCCC3)CC2)c1,-3,66,-1,2,-1,-2,-4,8,-7,i
COc1ccc(-c2csc(NC(=O)/C(N=Nc3ccccc3)=C(\C)O)n2)cc1,-1,30,nt,-3,-3,-1,-4,-6,0,i
O=C(c1ccc(S(=O)(=O)c2ccc(F)cc2)c([N+](=O)[O-])c1)N1CCCCCC1,4,11,6,3,-5,-1,-11,-10,-2,i
O=C(c1sc2cc(Cl)ccc2c1Cl)N1CCN(CCc2ccccn2)CC1,5,5,3,2,0,-3,-4,2,-1,i
Cc1scc(C(=O)NNC(=S)NCC(C)C)c1C,33,23,-3,0,0,1,2,3,-1,i
COCCCNC(=S)N(Cc1ccccc1)Cc1ccc(F)cc1,1,19,-4,4,2,-1,8,6,1,i
Cc1ccc(C)c(N2CCN(c3nnnn3-c3ccccc3)CC2)c1,-11,3,-6,7,-2,0,5,3,0,i
Cc1ccc(S(=O)(=O)NC(C)C(=O)NC2CCCCCC2)cc1 (stereo not drawn),-3,0,6,1,5,-1,3,13,3,i
CCOC(=O)C1(CCOc2ccccc2)CCN(Cc2ccc(CO)o2)CC1,0,18,-5,-3,-2,3,3,5,2,i
Cc1cc(C)c2c(=O)cc(C(F)F)oc2c1,-9,10,-5,8,-3,0,2,6,-4,i
O=C1[C@H]2[C@H](C=CC[C@H]2C(=O)N2CCN(c3ccccc3)CC2)CCN1Cc1ccccc1,-1,25,0,nt,6,-3,0,-4,-2,i
Cn1nc(-c2ccccc2)c(C(=O)NC(C(=O)O)c2ccccc2)c1Cl (stereo not drawn),0,23,-5,-1,0,0,15,3,1,i
NC(=O)[C@H]1CC2(CC(c3cccc(NC(=O)CC(c4ccccc4)c4ccccc4)c3)=NO2)CN1C(=O)CC(c1ccccc1)c1ccccc1 (stereo partly drawn),2,73,-1,nt,-9,0,-10,-26,-1,i

# Profiles from above.
# `O=C1[C@H]2[C@H](C=CC[C@H]2C(=O)N2CCN(c3ccccc3)CC2)CCN1Cc1ccccc1` is entered as Platelet DG rel = -1; AI-2 QS mod = 25; Dyrk1A ADPGlo = 0; HSP90 inh = nt; HSF1 inhib = 6; GSK3 alpha inh = -3; HDAC3 inhib = 0; HSF1 activator = -4; GSK3B inh = -2; PolyA inhibitor = i
# `CCOC(=O)C1(CCOc2ccccc2)CCN(Cc2ccc(CO)o2)CC1` is entered as Platelet DG rel = 0; AI-2 QS mod = 18; Dyrk1A ADPGlo = -5; HSP90 inh = -3; HSF1 inhib = -2; GSK3 alpha inh = 3; HDAC3 inhib = 3; HSF1 activator = 5; GSK3B inh = 2; PolyA inhibitor = i
# `COCCCNC(=S)N(Cc1ccccc1)Cc1ccc(F)cc1` is entered as Platelet DG rel = 1; AI-2 QS mod = 19; Dyrk1A ADPGlo = -4; HSP90 inh = 4; HSF1 inhib = 2; GSK3 alpha inh = -1; HDAC3 inhib = 8; HSF1 activator = 6; GSK3B inh = 1; PolyA inhibitor = i

# The list continues.
SMILES,Platelet DG rel,AI-2 QS mod,Dyrk1A ADPGlo,HSP90 inh,HSF1 inhib,GSK3 alpha inh,HDAC3 inhib,HSF1 activator,GSK3B inh,PolyA inhibitor
COc1ccc(-n2nnnc2SCC(=O)Nc2cccc(NC(C)=O)c2)cc1OC,10,19,0,6,-2,0,3,-1,1,i
COC(=O)c1cn(CC(=O)NC2CCCCC2)c2ccccc12,6,14,15,0,5,0,-2,0,1,i
COC(=O)c1cccc(NC(=O)CSc2nnc(C)n2C)c1,1,11,2,-1,-3,-1,0,7,1,i
COc1ccc(-c2nnc(NC(=O)C3CC3)o2)cc1,-10,17,2,1,-3,0,3,-19,1,i
COc1ccc(S(=O)(=O)N(C)CC(=O)Nc2ccccc2OC)cc1C,5,3,8,-2,-9,1,1,11,-3,i
CC(O)CNc1nc2c(c(=O)n(C)c(=O)n2C)n1CCc1ccccc1 (stereo not drawn),-72,19,7,-1,-5,2,1,6,-1,i
Cn1c(CN2CCOCC2)nnc1SCC(=O)Nc1ccc([N+](=O)[O-])cc1O,-20,4,3,-2,10,-3,-4,10,-2,i
CC(=O)Nc1ccccc1C(F)(F)F,3,6,-8,-4,-9,0,2,8,5,i
Cc1nn(CCO)c2ncc(C(=O)c3cc(F)ccc3O)cc12,-34,-10,-7,2,8,-1,3,34,1,i
COc1ccc(N2CC(C(=O)NC3=NCCS3)CC2=O)cc1 (stereo not drawn),1,9,10,-1,-2,-1,-1,1,3,i
Nc1nonc1-n1nnc(C(=O)N/N=C/c2ccccn2)c1CNc1ccccc1,-3,13,1,1,-3,0,7,5,3,i
Cc1ccc(NC(=O)Cn2cc([N+](=O)[O-])nc2C)cc1C,1,13,-1,6,-7,-2,2,2,-1,i
CCC1Sc2ccc(S(=O)(=O)Nc3ccc(OC)cc3)cc2NC1=O (stereo not drawn),-19,4,nt,4,-56*,-1,-1,-66,4,i
CCOC(=O)c1cc(-c2c(Cl)cccc2Cl)no1,1,27,-6,3,3,0,2,6,3,i
Cc1ccc(CNS(=O)(=O)NCc2cccs2)cc1,-6,-8,0,-1,-1,-3,-4,26,2,i
CC(C)Cn1c(=O)c(C(=O)Nc2ccccc2S(N)(=O)=O)c(O)c2ccccc21,0,14,5,4,2,-5,-6,5,0,i
O=c1c(Cc2ccc(F)cc2)c(O)ccn1C1CCCCC1,-1,17,8,2,-1,1,-1,9,-1,i
COCC(C)n1c(C)cc(C(=O)COc2ccc(C)nc2[N+](=O)[O-])c1C (stereo not drawn),4,20,nt,-2,-13,-2,3,-22,1,i
S=C(NCCc1ccccc1)N/N=C/C1CCCCC1,3,8,nt,2,21,-3,2,22,-3,i

# Compound activity from PubChem BioAssay.

# Only part of the results is shown; rates above refer to the full screens.
